14-3-3 PPI – modulators of 14-3-3 gamma protein binding, primary screen, biochemical, fluorescence polarization; inhibition, % at 40 µM; FP, 14-3-3gamma / TMR-pS259-Raf peptide binding; 160,000 tested, 0.19% active; in the data active = inhibition above about 30%;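 also: 0% = protein plus tracer without compound and 100% = blank with tracer alone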
Target sequence (P61981 whole entry, looked up): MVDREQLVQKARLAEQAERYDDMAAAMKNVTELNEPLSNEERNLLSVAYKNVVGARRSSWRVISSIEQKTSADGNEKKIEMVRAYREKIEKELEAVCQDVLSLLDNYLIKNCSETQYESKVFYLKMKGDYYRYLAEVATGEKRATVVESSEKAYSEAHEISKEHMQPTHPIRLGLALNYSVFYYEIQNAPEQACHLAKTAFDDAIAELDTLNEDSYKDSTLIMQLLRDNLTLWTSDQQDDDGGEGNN
* marks the source's active call; other numbers are inactive results; & = joins results of further samples. An excerpt, so the mix of outcomes need not match the whole.

SMILES	14-3-3 PPI
O=C(NCC(c1cccnc1)N1CCN(c2ccc(F)cc2)CC1)OCc1ccccc1 (stereo not drawn)	-4.2
Cc1ccc2c(c1)c(=O)c1ccccc1n2CC(=O)Nc1ccc(C(F)(F)F)cn1	-16.4
COc1ccc(CCNc2cc(N3CCCCC3)ccc2[N+](=O)[O-])cc1OC	8.3
CCCCOC(=O)C1=C(C)NC2=C(C(=O)CCC2)C1c1ccc(O)c(OCC)c1 (stereo not drawn)	2.1
O=C(O)c1ccc(CNC(=O)c2cccc(Br)c2)cc1	-4.3
O=C(NC1CCCC1)c1csc2c1CCCC2	-5.3
CSc1oc(-c2ccccc2)nc1S(=O)(=O)c1ccc(Cl)cc1	-38.6
COc1ccccc1-c1nnc(SCC(=O)Nc2ccccc2)o1	-7.3
COc1ccc(S(=O)(=O)CCc2nnc(NC(=O)c3ccc(F)cc3)s2)cc1	-4.2
CCOc1nc(C)nc(NC(=O)NS(=O)(=O)c2ccccc2Cl)n1	2.3
Cc1ccccc1C(=O)Nc1sc2c(c1C(=O)OC(C)C)CCCC2	-4.6
Cc1cccc(NC(=O)Cn2nnc(-c3ccccc3F)n2)c1	-21.5
O=C(COC(=O)CSCC(=O)N1CCCCC1)NCc1ccc(F)cc1	-2.3
CCc1ccccc1NC(=O)CCNS(=O)(=O)c1ccc2c(c1)CCN2C(C)=O	-3.9
O=C1CSC(c2ccc(Cl)cc2)N1CCN1C(=O)CSC1c1ccc(Cl)cc1 (stereo not drawn)	-3.1
Cc1noc(NS(=O)(=O)c2ccc(NC(=O)CSc3nc4ccccc4[nH]3)cc2)c1C	-5.3
Cc1cc(Cl)ccc1OC(C)C(=O)NCC1CCCO1 (stereo not drawn)	9.0
COc1ccc(OC)c(NC(=O)c2c(NCc3cccs3)sc3c2CCCC3)c1	-11.3
Cc1ccc(-c2ccc(=O)n(CC(=O)NCc3ccccc3Cl)n2)cc1	-4.2
Cc1ccc(CN(Cc2cc3cccc(C)c3[nH]c2=O)C(=O)N(C)C)cc1	-1.5
O=C(NCC1CCCO1)C(=O)Nc1cccc(F)c1 (stereo not drawn)	0.0
CC1CCN(S(=O)(=O)c2cc(C(=O)Nc3cccc(Cl)c3)ccc2F)CC1	-13.0
O=C(Nc1c2c(nn1-c1ccc([N+](=O)[O-])cc1)CSC2)C1(c2ccc(Cl)cc2)CCCC1	-2.4
COC(=O)c1ccc(NC(=O)C2COc3ccccc3O2)cc1 (stereo not drawn)	-15.1
Cc1noc(C)c1S(=O)(=O)N1CCN(C(c2ccccc2)c2ccc(Cl)cc2)CC1 (stereo not drawn)	3.4
The listing continues.
SMILES	14-3-3 PPI
Cc1c(C(=O)O)oc2ccc(S(=O)(=O)NC3CCCC3)cc12	-2.6
COc1ccc(N2CCN(C3CC(=O)N(c4ccc5c(c4)OCCO5)C3=O)CC2)cc1 (stereo not drawn)	4.3
CCOc1cc(C2C(C(=O)OC)=CNC=C2C(=O)OC)ccc1O	-3.9
CCCCOc1ccc(N2CC(C(=O)Nc3c(C)cccc3CC)CC2=O)cc1 (stereo not drawn)	-27.9
O=C(NC1CCCc2ccccc21)C1CCCN(S(=O)(=O)N2CCCCCC2)C1 (stereo not drawn)	4.3
CCCCCNC(=O)c1ccc2c(=O)n(CC3CCCO3)c(=O)[nH]c2c1 (stereo not drawn)	1.4&-7.4
CC(=O)C1=C(O)C(=O)N(Cc2cccnc2)C1c1ccccc1[N+](=O)[O-] (stereo not drawn)	-7.1
Cc1ccc(C(=O)NCc2ccc3c(c2)OCO3)cc1S(=O)(=O)N1CCCCC1	-9.1
CCOc1ccc(N(C(C)C(=O)Nc2ccc(Cl)cc2C)S(C)(=O)=O)cc1 (stereo not drawn)	-4.1
CC1=C(C(=O)Nc2ccccc2F)C(c2ccc(C)cc2)C2=C(CC(C)(C)CC2=O)N1 (stereo not drawn)	14.2
Fc1ccc(CSc2nnc(-c3cnccn3)n2Cc2ccco2)cc1	0.2
CCOC(=O)c1cccc2c1NC(c1ccc(C(=O)OC)cc1)C1CC=CC21 (stereo not drawn)	-111.7
COCCOC(=O)C1=C(C)NC2=C(C(=O)CC(c3ccc(OC)c(OC)c3)C2)C1c1ccccc1C (stereo not drawn)	5.3
CCOC(=O)c1c2c(n(C)c1C)C(=O)C(=O)c1ccc(Br)cc1-2	-12.1
CCn1cnc2cc(NCc3cccc(OC)c3O)ccc21	2.4&-4.6
COC(=O)c1ccc(Oc2ccc3nnc(C)n3n2)cc1	-4.0
CCCCCC(=O)Nc1ccc(S(=O)(=O)Nc2nccc(C)n2)cc1	-2.6
Cc1ccc(-n2c(N)c(C(=O)Nc3ccccc3C)sc2=S)c(C)c1	-0.7
CC1=C(C(=O)Nc2ccc(Cl)cc2)C(c2cc(Br)ccc2OC(F)F)n2ncnc2N1 (stereo not drawn)	-8.2
COc1ccc(S(=O)(=O)NC2CCCCC2)cc1C	7.3
O=C(CC(C(=O)O)C1CCCO1)Nc1cccc(C(F)(F)F)c1 (stereo not drawn)	-5.5&-6.8
COCCOC(=O)c1c(NC(=O)CN2CCOCC2)sc(C(N)=O)c1C	0.0
Cc1[nH]c2c(ccc3ccccc32)c(=O)c1CN1CCCCCC1	-11.1
CCCC(=O)Nc1cc(C(=O)OC)ccc1Sc1ccc(Cl)cc1	-10.1
Cc1nc2cc(C(=O)NC3CCCCCC3)ccc2n1-c1ccc(Br)cc1	-84.0
The listing continues:
SMILES	14-3-3 PPI
Cc1ccccc1-n1nc2c(c1NC(=O)c1ccccc1I)CS(=O)(=O)C2	-2.7
O=C(Nc1ccc(N2CCN(C(=O)c3ccccc3)CC2)cc1)c1ccc(Br)o1	-11.0
CC(=O)c1cccc(NC(=O)Nc2ccc(C(=O)N3CCOCC3)cc2)c1	1.8
NC(=O)C1(N2CCCCC2)CCN(C(=O)c2ccccc2)CC1	-0.8
CCOC(=O)c1c(NC(=O)c2ccc(C)c([N+](=O)[O-])c2)sc(C(=O)NC2CCCCC2)c1C	-9.4
COc1ccccc1CNc1nc2ccccc2n1CCN1CCCCC1	-2.9
COc1cccc(C2NC(=O)NC(C)=C2C(=O)Nc2ccc(C)cc2)c1OC (stereo not drawn)	-0.5
CCCNS(=O)(=O)c1ccc(C(=O)NCC2CCCO2)cc1 (stereo not drawn)	-7.8
O=C(CSc1nc2ccccc2c(=O)n1Cc1ccco1)NC1CCCC1	0.0
Cc1sc(N)nc1-c1cc2ccccc2oc1=O	-7.9
CC(C)OC(=O)c1ccc(SCC2CCCO2)c([N+](=O)[O-])c1 (stereo not drawn)	2.5
CC(=O)Oc1ccc(C(=O)Nc2cccc([N+](=O)[O-])c2C)cc1	-1.3
CN(C)c1ccc2c3c(cccc13)C(=O)N(c1ccc(Cl)cc1)C2=O	-7.3
Cc1cc(Br)ccc1NS(=O)(=O)c1ccc2[nH]c(=O)c(=O)[nH]c2c1	-8.3
CC(=O)N1CCc2cc(S(=O)(=O)NC(Cc3ccccc3)C(=O)NC3CCCCCC3)ccc21 (stereo not drawn)	-10.4
CCSc1nc(C)c2cc(OC)ccc2n1	-7.7
Cc1cccc(NC(=O)c2cn(C3CCCC3)c(=O)c3c2c2ccccc2n3C)n1	4.2
CCCOC(=O)C1=C(C)NC2=C(C(=O)CC(C)(C)C2)C1c1cc(Cl)c(O)c(OC)c1 (stereo not drawn)	-7.2
COc1cccc(Cn2cccc(NC(=O)NC3CCCCC3)c2=O)c1	-4.7
COc1ccc(CCNC(=O)CN(c2ccccc2OC)S(C)(=O)=O)cc1	-8.7
CC(C)c1ccc(NC(=O)c2cc(S(=O)(=O)N3CCCCCC3)ccc2F)cc1	-5.5
Cn1c(=O)c2cn(-c3ccc(O)cc3)cc2n(C)c1=O	6.8
CCC(=O)N1CCc2cc(S(=O)(=O)NCCC(=O)N3CC=C(c4ccccc4)CC3)ccc21	-10.3
O=c1cc(CO)oc(CN2CCN(c3ccccc3F)CC2)c1O	-8.1
Nc1ccc(CCNc2ncnc3c2ncn3C2OC(CO)C(O)C2O)cc1 (stereo not drawn)	-5.7

Not a retest: an excerpt of the list.
SMILES	14-3-3 PPI
CCOC(=O)c1c(NC(=O)c2ccc(C)c([N+](=O)[O-])c2)sc(C(=O)NC2CCCCC2)c1C	-9.4
COc1ccccc1CNc1nc2ccccc2n1CCN1CCCCC1	-2.9
COc1cccc(C2NC(=O)NC(C)=C2C(=O)Nc2ccc(C)cc2)c1OC (stereo not drawn)	-0.5
CCCNS(=O)(=O)c1ccc(C(=O)NCC2CCCO2)cc1 (stereo not drawn)	-7.8
O=C(CSc1nc2ccccc2c(=O)n1Cc1ccco1)NC1CCCC1	0.0
Cc1sc(N)nc1-c1cc2ccccc2oc1=O	-7.9
CC(C)OC(=O)c1ccc(SCC2CCCO2)c([N+](=O)[O-])c1 (stereo not drawn)	2.5
CC(=O)Oc1ccc(C(=O)Nc2cccc([N+](=O)[O-])c2C)cc1	-1.3
CN(C)c1ccc2c3c(cccc13)C(=O)N(c1ccc(Cl)cc1)C2=O	-7.3
Cc1cc(Br)ccc1NS(=O)(=O)c1ccc2[nH]c(=O)c(=O)[nH]c2c1	-8.3
CC(=O)N1CCc2cc(S(=O)(=O)NC(Cc3ccccc3)C(=O)NC3CCCCCC3)ccc21 (stereo not drawn)	-10.4
CCSc1nc(C)c2cc(OC)ccc2n1	-7.7
Cc1cccc(NC(=O)c2cn(C3CCCC3)c(=O)c3c2c2ccccc2n3C)n1	4.2
CCCOC(=O)C1=C(C)NC2=C(C(=O)CC(C)(C)C2)C1c1cc(Cl)c(O)c(OC)c1 (stereo not drawn)	-7.2
COc1cccc(Cn2cccc(NC(=O)NC3CCCCC3)c2=O)c1	-4.7

Later entries:
SMILES	14-3-3 PPI
CN(C)c1cccc(NC(=O)c2cccc3ccccc23)c1	-2.4
Cc1cc(O)c(C2(C(F)(F)F)NCCNC2=O)cc1C (stereo not drawn)	-7.7
CCOC(=O)c1cnc2cc(C(F)(F)F)ccc2c1NCCCN1CCOCC1	-5.0
CC(=O)c1ccc2c(c1)c1ccccc1n2C(C)C	-10.8
CN1C(=O)c2ccccc2C(C(=O)Nc2ccc3c(c2)OCO3)C1c1cccs1 (stereo not drawn)	-9.2
Cc1ccc(NC(=O)c2cc(S(=O)(=O)N(C)C3CCCCC3)ccc2F)cc1C	8.2
O=C(COC(=O)C(Cc1ccc(O)cc1)N1C(=O)c2ccccc2C1=O)c1ccccc1 (stereo not drawn)	-4.4
O=C1CCCN1CCc1ccccc1	3.9
COC(=O)c1ccc(C2NC(=O)c3c(sc4c3CCN(C)C4)N2)cc1 (stereo not drawn)	-146.9
CCOc1ccc(N2C(=O)CC(Sc3ncn[nH]3)C2=O)cc1 (stereo not drawn)	-26.2
COC(=O)c1c(C)oc2ccc(N(C(C)=O)S(=O)(=O)c3ccc(C)cc3C)cc12	-33.1
Cc1cc(Br)ccc1NC(=O)C1CCC(CNS(=O)(=O)c2ccc(Br)s2)CC1 (stereo not drawn)	-24.1
CCCCn1c(SCC(=O)O)nc2ccccc21	5.0
CCN(CCCNC(=O)C1CC(=O)N(C2CCCCCCC2)C1)c1cccc(C)c1 (stereo not drawn)	5.1
C=CCN(C(=O)Cn1nnc2ccccc21)C(C(=O)NCCOC)c1ccc(OC)cc1OC (stereo not drawn)	-0.4
Cc1nc2sc3c(c2c(=O)n1Cc1ccc(Cl)cc1)CCCC3	-2.3
COCCCN1CN(S(=O)(=O)c2ccc(Cl)cc2)c2nc3ccccc3nc21	-9.4
CCOC(=O)C(C#N)C(c1ccccc1OC)C1CCOC(C)(C)C1 (stereo not drawn)	6.7
Cc1ccc2nc(C)cc(Nc3ccc4c(c3)OCCO4)c2c1	-24.5
CC(=O)Oc1cccc(C2C3=C(CC(C)(C)CC3=O)Nc3ccccc3N2C(C)=O)c1 (stereo not drawn)	-1.4
CC1CC(C)CN(CCCNC(=O)c2ccc(CS(=O)(=O)Cc3ccccc3F)o2)C1 (stereo not drawn)	4.7
COc1cc(C2Nc3cccc4cccc(c34)N2)ccc1OCc1ccccc1	-74.0
CCOC(=O)c1cc(-c2ccccc2)n(-c2ccc(OCC)cc2)n1	-6.2
CCOC(=O)C1CCN(C(=O)COc2ccc(S(=O)(=O)NC(C)C)cc2Cl)CC1	-8.0
CCN(C(=O)c1cc2cc3ccc(C)cc3nc2s1)c1ccccc1C	0.1
Other entries follow:
SMILES	14-3-3 PPI
CN(CC(=O)N1CC=C(c2ccccc2)CC1)S(=O)(=O)c1ccc2c(c1)c(=O)n(C)c(=O)n2C	2.3
COc1ccc(C2OC(=O)C3(CCCCC3)C(=O)C2(C)C)cc1 (stereo not drawn)	-0.1
COc1ccc(CCN(Cc2nc3ccccc3c(=O)[nH]2)C(=O)c2ccco2)cc1	-2.3
CCOc1ccc(-c2cc(CCCC(=O)NCCCOC)no2)cc1	-4.7
Cc1ccccc1NCN1C(=O)C2C3C=CC(C3)C2C1=O (stereo not drawn)	-2.7
O=C(NC1CCCCC1)C(NS(=O)(=O)c1cccs1)c1ccccc1 (stereo not drawn)	6.2
O=C1c2ccccc2C(O)N1Cc1ccccc1 (stereo not drawn)	-0.2
O=C(NCc1ccc2c(c1)OCO2)c1cc(-c2ccncc2)nc2ccccc12	4.7
CCOC(=O)c1ccccc1NC(=O)c1cc(S(=O)(=O)N2CCOCC2)ccc1F	8.4
CCCNC(=O)c1ccc2c(c1)ncn2-c1cc(C)ccc1OC	-9.0
CC(=O)c1ccc(OC(=O)c2cn(-c3ccccc3)nc2-c2ccccc2)cc1	4.1
CCOc1ccc2nc(-c3ccccc3)c(-c3ccccc3)nc2c1	1.8
COC(=O)c1cc(NC(=O)CCc2c(C)nc3ncnn3c2C)cc(C(=O)OC)c1	7.0
COc1ccc(C2=NN(C(=O)c3ccccc3)C(c3cc4ccc(OC)cc4nc3Cl)C2)cc1 (stereo not drawn)	-16.7
CC(C)CCNC(=O)C1CC(=O)N(CCc2ccccc2)C1 (stereo not drawn)	1.8
Cc1cc2cc(CN3C(=O)c4ccccc4C3=O)ccc2[nH]1	-1.8
O=C(NCc1ccc(F)cc1)c1ccc(CNC(=O)c2ccc3c(c2)OCO3)cc1	3.9
O=C(Nc1cccnc1Cl)c1cc(-c2ccc3c(c2)OCO3)on1	-13.1
